# mHtt clearance = mutant huntingtin protein clearance; HeLa Exon1htt(103Q)mCFP, aggregate imaging; zero = plate's median compound well; inhibition, % at 1.5 µM; 0.42% of 47,000 active;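 active = inhibition of aggregate fluorescence above about 70%, also judged a hit by eye on the cell image, limit read from the data, passing the limit was not always enough; inconclusive = no rule stated for this call; inactive = not judged a hit on image review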;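 also: cells exposed to compound for three days before fixation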
# mHtt clearance grain fraction = further read-out of mHtt clearance, marked with its call; fraction fluorescence in grains; measured here: aggregate grain fluorescence fraction; active compounds read low;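 scaled fraction of total cell fluorescence in grains with unit not stated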
# An asterisk follows results filed as active; ? = inconclusive; / = no result given.
mHtt clearance,mHtt clearance grain fraction,Molecule
-66.5,29.7,O=C(CNS(=O)(=O)c1ccccc1)NCc1ccccn1
58.9,16.3,CC1(C)CC(O)(CNCc2ccc3c(c2)OCO3)CCO1 (stereo not given)
-3.1,21.8,O=C(CCc1nc2ccccc2c(=O)[nH]1)NCc1cccc(Cl)c1
2.7,38.7,O=C(Nc1ccccc1)N1CCOCC1
14.0,16.1,Cc1ccc(S(=O)(=O)c2cc3c(=O)n4ccccc4nc3n(Cc3ccco3)c2=N)cc1
24.7,28.4,CNC(=O)CC(=O)Nc1ccccc1C(=O)O
-14.6,21.3,Cn1c(SCC(=O)c2ccccc2)nnc1-c1ccc(O)cc1
9.2,27.9,Clc1ccc(CN(Cc2ccccc2)C(c2cccs2)c2nnnn2C2CCCC2)cc1 (stereo not given)
-4.4,39.1,O=C1c2ccccc2C(=O)N1CCCCSc1nnc(-c2ccc(OC(F)F)cc2)o1
4.1,27.4,CCN(CC)S(=O)(=O)c1cccc(-c2nnc(SCCCC(=O)c3ccccc3)o2)c1
-25.2,41.9,O=[N+]([O-])c1ccccc1OCCCCN1CCCCC1
-18.9,45.7,Cc1cc(NC(=O)COc2ccc3oc4ccccc4c3c2)no1
-1.5,17.1,O=C(Nc1ncnc2c1ncn2C1OC(COC(=O)c2ccccc2)C(F)C1O)c1ccccc1 (stereo not given)
-0.1,48.3,CN1C(=O)c2cccc(NC(=O)CCc3ccccc3)c2C1=O
17.1,19.4,O=C(NCCC(c1ccccc1)c1ccccc1)c1ccc(Br)o1

# Nothing new here: two of the compounds above.
mHtt clearance,mHtt clearance grain fraction,Molecule
9.2,27.9,Clc1ccc(CN(Cc2ccccc2)C(c2cccs2)c2nnnn2C2CCCC2)cc1 (stereo not given)
-4.4,39.1,O=C1c2ccccc2C(=O)N1CCCCSc1nnc(-c2ccc(OC(F)F)cc2)o1

# (more compounds)
mHtt clearance,mHtt clearance grain fraction,Molecule
7.7,17,CSc1ccccc1NS(=O)(=O)c1ccccc1
6.9,31.7,CC(=O)Nc1ccc(NS(=O)(=O)Cc2ccccc2)cc1
-6.9,36.5,COc1ccc(C2(NC(C)=O)CCN(C(=O)c3ccco3)CC2)cc1
-32.5,52.9,CCCOc1ccc(C(O)C(CN2CCOCC2)c2ccccc2)cc1 (stereo not given)
13.4,29.5,CC1(C)CC(=O)C2=C(C1)OC(N)=C(C#N)C2c1cccc(OC(=O)c2ccco2)c1 (stereo not given)
-25.2,45.2,N#Cc1nc(-c2ccco2)oc1NCCCN1CCOCC1
31.2,25.4,CC1CCCN(c2nc3ccccc3nc2C(C#N)C(=O)OC2CCCCC2)C1 (stereo not given)
22.9,30.5,CCCC1S/C(=N/N=C/c2ccc(C)cc2)N(Cc2ccc(OC)cc2)C1=O (stereo not given)
29.1,13.6,CCOC(=O)c1ccccc1NC(=O)CSc1nnc(COc2ccccc2C)n1C
31.1,15.1,O=C(COc1ccc(-n2cnnn2)cc1)NC(=O)NCc1ccccc1
46.2,18.6,CC1(C)NC(=O)N(CC(O)COc2cc3ccccc3cc2C(=O)N2CCCCC2)C1=O (stereo not given)
6.8,40.5,COc1ccc(Cc2nnc(NC(=O)c3ccco3)s2)cc1
18.8,35.2,Nc1nc(CSc2nnnn2-c2ccc(Cl)cc2)nc(N2CCOCC2)n1
1.6,20.6,CCOc1ncccc1C(=O)NCC1COc2ccccc2O1 (stereo not given)
-22.4,23.7,CCC1CCCCN1C(=O)c1c(-c2ccccc2)noc1C (stereo not given)
59.4,14.1,CC1CCCCN1C(=O)Nc1cccc(Cl)c1 (stereo not given)
-5.8,42.9,O=C(c1noc2c1CCCC2)N1CCN(c2ccc(F)cc2)CC1
41.9,11.2,COc1ccccc1N1CCN(CCN2C(=O)CC(=C3c4ccccc4-c4ccccc43)C2=O)CC1
23.7,12.6,C=CCNC(=O)c1ccc(OC)cc1OC
14.0,33.3,O=C(NC1(C(F)(F)F)NC(=O)N(Cc2cccnc2)C1=O)c1ccccc1 (stereo not given)
46.5,10.4,C/C(Cn1cnc([N+](=O)[O-])n1)=N\NC(=O)c1ccccc1F
-3.2,51.3,O=C1CCc2cc(S(=O)(=O)N3CCC(C(=O)NC4CCCc5ccccc54)CC3)ccc2N1 (stereo not given)
-20.8,43.2,CC(C)CCNC(=O)C1CCN(c2nnc(-n3cccc3)s2)CC1
10.7,17.6,CCn1cnc2cc(NS(=O)(=O)c3ccc(C)cc3)ccc21
-0.3,40.9,CCN(CC)C(=O)c1cc(-c2ccc(Br)cc2)on1
-49.5,28,Clc1ccc(Cl)c(OCCN2CCOCC2)c1
35.9,11,COC(=O)c1ccc(CNC(=O)COc2ccccc2Br)o1
39.9,13.2,CCCCNC(=O)Nc1ccon1
-129.3,102,COc1ccc(S(=O)(=O)N(C(C)=O)c2ccc3oc(=O)sc3c2)cc1
62.6,11.5,CCOC(=O)N1CCC(NC(=O)c2cc3c(=O)n(C)c4ccccc4c3n2C)CC1
-30.9,25.4,CCOc1cccc(C(=O)Nc2cccc(-c3nnc(-c4ccc(C)cc4)o3)c2)c1
-21.7,24.6,Cc1cc(C)n(CCc2nc(-c3cc4ccccc4o3)cs2)n1
-15.9,40.2,O=C(CN1C(=O)NC2(CCCCCC2)C1=O)c1ccc2c(c1)OCCO2
-11.4,40.4,CCOC(=O)/C(C#N)=C1/C=CN(C)C=N1
-46.1,31.4,Cc1cc(Oc2ccccc2)nc(-c2ccccc2)n1
43.8,10.4,O=C(CSc1ncn[nH]1)Nc1ccc(Cl)c(Cl)c1
50.2,10.1,Cc1c(NC(=O)c2cnn3c(C(F)(F)F)cc(-c4ccco4)nc23)c(=O)n(-c2ccccc2)n1C
6.8,18.9,Cc1cc(-n2c(C)cc(C(=O)CSc3nnc4sc5ccccc5n34)c2C)no1
-26.6,25.5,CCSc1nc(=S)n(CC)c(C)c1C(C)=O
25.7,15.5,CCCNC(=O)c1c(N)n(-c2cccc(OC)c2)c2nc3ccccc3nc12
-38.7,25.6,CC1(C)CC(=O)C2=C(C1)OC(N)=C(C#N)C2Cc1ccccc1 (stereo not given)
27.6,14.6,CC1=C/C(=C\c2ccc3c(c2)OCO3)C(=O)S1
-8.8,52.6,CCOC(=O)N1CCN(C(=O)c2ccc3c(c2)N(CC)CCS3)CC1
-38.9,25.8,COC(=O)c1cccc(S(=O)(=O)N(Cc2ccco2)Cc2cc3cc(OC)ccc3[nH]c2=O)c1
15.3,31.7,CC(C)c1nnc(NC(=O)C2CCCN2S(=O)(=O)c2ccc(Cl)cc2)s1 (stereo not given)
-24.2,25.3,Cc1ccc(C)c(OCc2nnc(NC(=O)c3ccco3)s2)c1
6.1,16.7,Cc1oc2c(c1C(=O)Nc1cccc3ccccc13)CCCC2
8.2,16.9,N[C@@H](Cc1ccccc1)c1nnc(SCc2ccccc2Cl)o1
10.2,30.4,CCCCCOC(=O)C(C)c1c(C)[nH]c(=S)[nH]c1=O (stereo not given)
12.3,25.7,CC1(C)CC(=O)C(C=NCCN2CCN(C(=S)Nc3cccc(Cl)c3)CC2)=C(O)C1
15.4,15.1,Cc1cc(S(=O)(=O)N2CCCC2)ccc1OCC(=O)N1CCOCC1
0.1,43.2,CCN(CCNC(=O)C1CC(=O)N(CCc2ccccc2)C1)c1ccccc1 (stereo not given)
5.2,18.1,CN1CC(=O)N(CC(=O)NCc2ccc(F)cc2)c2ccccc2C1=O
53.8,14.4,CC(C)CCNC(=O)CCCOc1cc(=O)n(C)c2ccccc12
28.5,12.6,CC(C)C(OC(=O)c1cccs1)C(=O)NC1CCCCC1 (stereo not given)
-76.3,31.3,COc1ccc(S(=O)(=O)Nc2cccc(NC(C)=O)c2)cc1
?,/,O=C1C=C(c2ccccc2)C(=O)N1Nc1ccccc1
15.6,28.7,O=C(NCCCN1CCN(c2ccccc2F)CC1)C1CCN(S(=O)(=O)N2CCOCC2)CC1
17.4,17.2,CC(C)Cn1c(NCCN(C)C)nc2c1c(=O)[nH]c(=O)n2C
0.0,36.1,CCc1n[nH]c2c1/C(=N\O)CC(c1ccccc1)C2 (stereo not given)

# In the list so far, these contain fluorine:
mHtt clearance,mHtt clearance grain fraction,Molecule
-4.4,39.1,O=C1c2ccccc2C(=O)N1CCCCSc1nnc(-c2ccc(OC(F)F)cc2)o1
-1.5,17.1,O=C(Nc1ncnc2c1ncn2C1OC(COC(=O)c2ccccc2)C(F)C1O)c1ccccc1 (stereo not given)
-5.8,42.9,O=C(c1noc2c1CCCC2)N1CCN(c2ccc(F)cc2)CC1
14.0,33.3,O=C(NC1(C(F)(F)F)NC(=O)N(Cc2cccnc2)C1=O)c1ccccc1 (stereo not given)
46.5,10.4,C/C(Cn1cnc([N+](=O)[O-])n1)=N\NC(=O)c1ccccc1F
50.2,10.1,Cc1c(NC(=O)c2cnn3c(C(F)(F)F)cc(-c4ccco4)nc23)c(=O)n(-c2ccccc2)n1C
5.2,18.1,CN1CC(=O)N(CC(=O)NCc2ccc(F)cc2)c2ccccc2C1=O
15.6,28.7,O=C(NCCCN1CCN(c2ccccc2F)CC1)C1CCN(S(=O)(=O)N2CCOCC2)CC1

# Additional structures.
mHtt clearance,mHtt clearance grain fraction,Molecule
-48.8,28.9,Cc1nn(C(=O)c2ccccc2)c2c1C(=O)CC(C)(C)C2
15.8,37.6,COC(=O)c1cc(-c2cccc(OC)c2)on1
36.4,21.6,CCOC(=O)C1C(=O)CC(C)(O)C(C(=O)OCC)C1c1ccc(Br)o1 (stereo not given)
6.8,33.8,COc1ccc(CN2CCN(S(=O)(=O)c3ccc(F)cc3)CC2)cc1OC
-22.3,42.1,Cc1nnc(SCC(N)=O)n1CC1CCCO1 (stereo not given)
?,/,O=C(c1cccs1)N1CCN(S(=O)(=O)N2CCOCC2)CC1
-54.1,29.5,CC1(C)Nc2ccccc2N(CCC(=O)N2CCOCC2)C1=O
-5.1,39.5,COC(=O)c1ccccc1OCc1cccc(C)n1
27.4,12.3,O=C(Nc1ccc(Cl)cn1)c1cccnc1
-17.8,40.1,CCCCc1c(C)nn(-c2nnc3c4ccccc4n(CC)c3n2)c1C
3.5,29.1,Fc1ccc(-c2csc3ncnc(Nc4ccc(N5CCOCC5)cc4)c23)cc1
1.3,19.8,Cc1ccc(OCC(=O)N2CC3(C)CC2CC(C)(C)C3)cc1 (stereo not given)
6.8,15,CSc1ccccc1NC(=O)c1ccccc1N(C)S(C)(=O)=O
-37.4,50.6,COc1ccc(N2CCN(C3CC(=O)N(Cc4ccc(N5CCCC5=O)cc4)C3=O)CC2)cc1 (stereo not given)
-11.3,21.7,COCc1nnc(NC(=O)CS(=O)(=O)Cc2ccccc2)s1

# In another format: 5 of the compounds above
mol,mHtt clearance,mHtt clearance grain fraction
O=C(Nc1ccc(Cl)cn1)c1cccnc1,27.4,12.3
COc1ccc(CN2CCN(S(=O)(=O)c3ccc(F)cc3)CC2)cc1OC,6.8,33.8
Cc1ccc(OCC(=O)N2CC3(C)CC2CC(C)(C)C3)cc1 (stereo not given),1.3,19.8
Cc1nnc(SCC(N)=O)n1CC1CCCO1 (stereo not given),-22.3,42.1
CSc1ccccc1NC(=O)c1ccccc1N(C)S(C)(=O)=O,6.8,15

# Continued:
mHtt clearance,mHtt clearance grain fraction,Molecule
20.4,38.5,CCn1c(SCC(=O)N2CCN(c3ccccc3)CC2)nnc1-c1c[nH]c2ccccc12
26.3,13.1,Cc1ccc2nc(/C(C#N)=C\c3ccc(N4CCOCC4)o3)[nH]c2c1
53.2,8.87,O=C(NCc1ccco1)c1ccc(Cl)c(S(=O)(=O)N2CCOCC2)c1
-17.2,40.4,Fc1ccc(COc2ccc(/C=N/n3cnnc3)cc2)cc1
-19.7,26.2,COc1ccc(C2C(C(=O)N3CCOCC3)=C(C)NC3=C2C(=O)CC(C)(C)C3)c(OC)c1 (stereo not given)
-4.2,37.4,Cc1ccc(NC(=O)c2nc[nH]c2C(=O)N2CCCCC2)c(C(=O)c2ccccc2)c1
-0.1,34.2,COc1ccccc1-c1cc(C(=O)N2CCN(c3ccccc3OC)CC2)no1
-41.3,48,Cc1noc(C)c1CSc1nc2ccccc2c(=O)n1-c1ccccc1
11.8,18.1,COc1cccc(C2NC(=O)NC(C)=C2C(=O)Nc2cc(OC)ccc2OC)c1 (stereo not given)
-62.0,56.2,CCN(CC)C(=O)Oc1ccc2c(=O)c(-c3ccc(OC)cc3)c(C)oc2c1
-44.2,28.2,CCOC(=O)c1cc(S(=O)(=O)N2CCN(C(=O)OCC)CC2)cn1C
7.2,16.9,CCn1c(SCC(=O)Nc2ccccc2N2CCOCC2)nnc1-c1ccccc1
0.3,34,O=c1oc2ccccc2n1CCCCCn1c(=O)oc2ccccc21
16.6,36,CCn1c(N)c(C(=O)Nc2ccccc2C(=O)OC)sc1=S
9.3,16.2,Cc1cc(=O)[nH]c(SCC(=O)N2CCCc3ccccc32)n1
4.5,20.2,CCCNC(=O)c1oc2ccc3c(c2c1C)C(=O)CC(C)(C)O3
19.7,39.9,Cc1ccccc1NC(=O)C1CCCN1S(=O)(=O)c1cccc2cccnc12 (stereo not given)
-31.5,30.8,CS(=O)(=O)c1nc(-c2cccs2)cc(C(F)(F)F)n1
-52.2,29.8,Nc1cc(-c2nn[nH]n2)ccc1F
34.3,11.7,COC(=O)C1=C(Nc2ccc(C)cc2)C=C(C)C(C(=O)OC)C1c1ccc(F)cc1 (stereo not given)
31.5,13.3,Cn1cccc1C(=O)NC(=O)COC(=O)CNS(=O)(=O)c1ccc(Br)cc1
26.0,14.2,CC(C)C(OC(=O)c1cccs1)C(=O)NCc1ccco1 (stereo not given)
36.9,12.6,CCOC(=O)CSc1nc2cc3c(cc2cc1CC)OCCO3
1.0,43.7,CCNc1nc(N2CCCCC2)nc(-n2nnc(C(=O)OCC)c2C)n1
57.0,15.4,COC(=O)Cn1c(CCC(=O)O)ccc1-c1ccccc1
41.8,19.8,CCOC(=O)c1cccc(NC(=O)CSc2nnc(-c3ccoc3C)n2CC)c1
-31.9,49.3,Cc1cccc(NC2SC(=O)N(c3ccccc3)C2=O)c1 (stereo not given)
-52.5,25.3,Cc1ccc(C23CC4CC(CC(CC(=O)N5CCOCC5)(C4)C2)C3)cc1
0.7,41.8,Cc1cc(Cl)ccc1NC(=S)NCc1cccs1
62.3,7.57,COc1cccc(OCc2nnc(SCC(=O)OCc3ccccc3)o2)c1

# This is a subset; count on the stated rates, not on these rows.
